# Source: PubChem BioAssay
# LDHA inh: inhibitors of human lactate dehydrogenase A; P00338; purified LDHA, NADH/diaphorase-resazurin fluorescence; stronger effect = lower value; activity change, % (values are at about 110 or 230 µM); hit rate 0.15% among 480,000; in the data active means activity change below about -30%; inconclusive means mostly about -25% to -30%;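 further: plate controls were DMSO wells for no effect and wells without enzyme for full effect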
#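 Human LDH5 at 2 nM final in Tris HCl pH 7.4 with 0.06 mM NADH and 0.2 mM pyruvate, reacted 5 minutes at room temperature. Remaining NADH coupled via diaphorase/resazurin; resorufin fluorescence read at 0 and 20 minutes, normalized to enzyme-free and DMSO wells.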
# GRP78 ERSR act: ER stress response induction in glioma; U87-MG GRP78 promoter luciferase reporter, 16 h; Potency, µM, without a hit: at the highest dose activation, actives largely listed as activators; hit rate 0.02% among 420,000; AID 602332; further: potency means the concentration at half of the fitted maximal effect; series mostly up to about 76 µM; % of control where 0% means no effect; nearly all actives have a fitted effect of over 35% in size
#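 Stably transfected U87-MG human glioma cells carrying a GRP78-based luminescent sensor were seeded at 1000 cells/well, pin-dosed with compounds and incubated 16 h. Luciferase reagent was then added, and end-point luminescence was read after 10 min at room temperature.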
# Pol iota inh: inhibitors of human DNA polymerase iota. Pol iota fluorescent replication assay, 10 min. Potency, µM (titrated, usually from 115 µM), for the others: top-dose activity, negative = inhibition, hits mostly inhibitors. Q9UNA4. hit rate 1% among 390,000. AID 588590; further: potency means the concentration at half of the fitted maximal effect
#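 Fluorescent replication assay read twice, at 0 min and 10 min after adding 50 nM (final) substrate. Enzyme (10 nM) and compounds were first incubated 15 min at room temperature; enzyme-free buffer wells were negative controls.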
# Pol kappa inh: blocks human DNA polymerase kappa activity. Q9UBT6. purified Pol kappa, fluorescent DNA synthesis assay, 10 min. Potency, µM (highest dose often 107 µM), without a hit: at the highest dose activity, negative = inhibition, most hits filed as inhibitors. hit rate 0.53% among 400,000. AID 588579; further: potency means the concentration at half of the fitted maximal effect; on the % scale 0 is the no-effect control and ±100 the full control effect
# Target sequence (Q9UBT6 whole entry, looked up): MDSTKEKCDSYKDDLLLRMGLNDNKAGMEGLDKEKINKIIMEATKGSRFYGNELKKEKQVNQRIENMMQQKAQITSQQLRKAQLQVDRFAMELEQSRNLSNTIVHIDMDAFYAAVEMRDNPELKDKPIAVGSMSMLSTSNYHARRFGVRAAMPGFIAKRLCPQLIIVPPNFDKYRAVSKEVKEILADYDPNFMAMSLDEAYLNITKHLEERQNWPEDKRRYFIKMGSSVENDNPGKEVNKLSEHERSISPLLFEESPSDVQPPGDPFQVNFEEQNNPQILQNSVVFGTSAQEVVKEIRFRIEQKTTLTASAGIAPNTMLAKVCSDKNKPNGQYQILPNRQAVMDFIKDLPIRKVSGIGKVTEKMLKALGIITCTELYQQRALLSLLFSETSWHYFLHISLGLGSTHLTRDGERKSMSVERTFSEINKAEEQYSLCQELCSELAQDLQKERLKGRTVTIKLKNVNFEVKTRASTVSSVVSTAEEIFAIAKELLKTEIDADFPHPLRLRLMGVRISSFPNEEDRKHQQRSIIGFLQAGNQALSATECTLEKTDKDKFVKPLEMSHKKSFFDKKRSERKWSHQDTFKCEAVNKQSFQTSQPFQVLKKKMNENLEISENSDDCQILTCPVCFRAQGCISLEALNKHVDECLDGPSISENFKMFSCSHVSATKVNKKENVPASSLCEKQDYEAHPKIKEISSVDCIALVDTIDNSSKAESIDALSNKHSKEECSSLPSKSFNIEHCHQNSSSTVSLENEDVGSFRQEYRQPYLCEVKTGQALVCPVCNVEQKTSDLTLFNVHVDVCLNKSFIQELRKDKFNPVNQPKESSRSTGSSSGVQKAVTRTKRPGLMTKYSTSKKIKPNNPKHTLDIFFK
#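 50 nM final substrate added after 15 min RT preincubation of 10 nM Pol kappa with compound; fluorescence read at 0 and 10 min.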
# APEX1 inh: inhibitors of human APE1 endonuclease | recombinant APE1, TAMRA/BHQ-2 abasic DNA cleavage fluorescence | Potency, µM (doses to about 65.8 µM), for the others: at the highest dose activity change, negative = inhibition, hits mostly inhibitors | hit rate 0.35% among 350,000 | AID 2517;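 further: potency means the concentration at half of the fitted maximal effect; plate controls were vehicle for no effect and reference inhibitor for full effect; nearly all actives have a fitted effect of over 55% in size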
#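 Readout is kinetic fluorescence (ex 525, em 598 nm) from cleavage of 50 nM TAMRA/BHQ-2 THF abasic duplex by 0.75 nM APE1, compound added 15 min beforehand at RT.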
# Apoferritin bind: candidate novel general anesthetic via apoferritin binding | Potency, µM (highest dose often 77.5 µM), for the others: at the highest dose activity change, negative = displacement, most hits filed as inhibitors | AID 485281 | P02791 | hit rate 0.074% among 350,000 | apoferritin/1-aminoanthracene competitive binding, fluorescence; further: potency means the concentration at half of the fitted maximal effect; on the % scale 0 is the no-effect control and ±100 the full control effect; nearly all actives have a fitted effect of over 20% in size
# Target sequence (P02791 2-175 limits assumed): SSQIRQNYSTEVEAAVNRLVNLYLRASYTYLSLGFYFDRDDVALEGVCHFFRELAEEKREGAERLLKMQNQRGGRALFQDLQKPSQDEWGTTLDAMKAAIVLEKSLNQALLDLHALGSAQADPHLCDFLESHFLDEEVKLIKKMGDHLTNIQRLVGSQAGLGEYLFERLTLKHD
#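 In PBS, apoferritin at 10 uM is loaded with 1-AMA from a 50% saturated solution. After 10 min of compound exposure at ambient temperature, reduced 535 nm fluorescence indicates probe displacement.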
# Pol eta inh: inhibitors of human DNA polymerase eta; Q9Y253; recombinant Pol eta, fluorescent DNA replication assay; Potency, µM (highest dose often 114 µM), inactives show at the highest dose activity change, negative = inhibition, actives largely listed as inhibitors; hit rate 1.2% among 390,000; AID 588591; further: potency means the concentration at half of the fitted maximal effect; on the % scale 0 is the no-effect control and ±100 the full control effect
#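 Pol eta at 10 nM preincubated with compounds 15 min at room temperature; reaction started with fluorescent substrate (50 nM final) and read kinetically at 0 and 10 min.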
# POLB inh: blocks human DNA polymerase beta activity. hit rate 1.3% among 340,000. P06746. Potency, µM (titrated, usually from 114 µM), for the others: at the highest dose activity change, negative = inhibition, actives largely listed as inhibitors. Pol beta primer extension/strand displacement, fluorescence kinetic; further: potency means the concentration at half of the fitted maximal effect; on the % scale 0 is the no-effect control and ±100 the full control effect
#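 Reaction started by 50 nM substrate onto compound-treated Pol beta (10 nM, 15 min preincubation, room temperature); plates read at 0 min and 10 min. Normalized concentration-effect data fitted by four-parameter Hill equation.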
# BLM helicase inh: inhibitors of human Bloom syndrome helicase BLM. recombinant BLM DNA unwinding, fluorescence dequenching. AID 2528. P54132. Potency, µM (top dose mostly 56.1 µM), inactives show at the top dose activity change, negative = inhibition, hits mostly inhibitors. hit rate 0.2% among 350,000;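 further: potency means the concentration at half of the fitted maximal effect; plate controls were vehicle for no effect and no enzyme for full effect; nearly all actives have a fitted effect of over 35% in size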
# * marks the source's active call; other numbers are inactive results; ? = inconclusive; / = not tested or not shown; & = joins results of further samples; [ ] = remark or other dose. Unless noted, the call rests on the fitted dose curve; in most records, active means well fitted curve in the direction sought with a large enough effect; inconclusive means small, poorly fitted or top-dose-only effect, or another doubt; inactive means no such curve, though single readings can be large; an effect the other way counts as inactive or inconclusive. A portion of the library, so the mix of outcomes need not match the whole.
# Sequence of screens: LDHA inh	GRP78 ERSR act	Pol iota inh	Pol kappa inh	APEX1 inh	Apoferritin bind	Pol eta inh	POLB inh	BLM helicase inh
1. Cc1c(C(=O)Nc2ccc(C(=O)Nc3ccccc3)cc2)cccc1[N+](=O)[O-]
 : -12	1%	-13%	4%	2%[12.4 µM]	-5%	9%	23%	-5%
2. COc1ccc2[nH]c(C)c(CCNC(=S)Nc3ccc(C)cc3)c2c1
 : -1	1%	-25%	-4%	-4%	-17%	-21%	-7%	1%
3. O=c1c2ccccc2sn1-c1cc(S(=O)(=O)N2CCOCC2)ccc1N1CCCCC1
 : 1	-1%	-12%	-6%	/	/	/	/	/
4. Cc1sc2nc(C(C)Nc3ccccc3N3CCOCC3)[nH]c(=O)c2c1C (centres undefined)
 : -1	-7%	22%	-8%	-5%	-11%	-13%	-8%	-2%
5. COn1c(SCc2cccnc2)nc2ccccc2c1=O
 : -5	2%	?	-2%	-5%	-11%	-11%	26%	0%
6. CS(=O)(=O)c1cccc(S(=O)(=O)N2CCN(c3ccccn3)CC2)c1
 : -9	-1%	-13%	-8%	-11%	-6%	-2%	75%	0%
7. CCOc1ccc(S(=O)(=O)Nc2ccncc2)c(C)c1C
 : -7	-3%	87%[activator]	0%	10%	-4%	-14%	0%	0%
8. Cc1cccc(-c2cc(C(=O)N3CCCc4ccccc43)c3ccccc3n2)c1
 : 4	1%	-3%	-5%	4%	-4%	-13%	0%[57.1 µM]	-7%
9. COc1ccccc1NS(=O)(=O)c1cc(Cl)ccc1OC
 : -2	-9%	11%	-13%	14%	-12%	-1%	13%	-3%
10. Cc1c(C(=O)Oc2cccc3cccnc23)cccc1[N+](=O)[O-]
 : 10	-7%	88%[activator]	3%	1%	-21%	-6%	11%	-1%
11. CCOC(=O)N1CCN(C(=O)C2CCN(S(=O)(=O)c3ccc(Br)s3)CC2)CC1
 : -2	-5%	34%[activator]	-19%	-1%	-11%	-11%	65%	3%
12. CCN(C(=O)CCN1C(=O)c2ccccc2S1(=O)=O)c1ccccc1
 : 1	0%	13%	-1%	6%	/	-7%	/	/
13. Cc1ccc(C)c(N2CCN(S(=O)(=O)c3ccc(-c4cnc(C5CC5)o4)cc3)CC2)c1
 : -3	0%	-5%	-6%[60.1 µM]	/	42%[activator]	-8%	-1%	-11%
14. CCOC(=O)CSc1nn(C)c(=S)s1
 : 0	-2%	-16%	0%	10%	-12%	-6%	37%	1%
15. O=Nc1c(-c2c(O)[nH]c3cc(Br)ccc23)[nH]c2ccccc12
 : -5	?	47%[activator]	-4%[60.1 µM]	-11%&-5%	?	?	6%	-16%
16. COC(=O)c1ccc(=O)n(Cc2ccc3c(c2)OCO3)c1
 : 0	1%	-1%	2%	-1%	-4%	-13%	24%	-1%
17. O=C(Nc1cnc2ccccc2c1)N1CCOCC1
 : 6	-3%	-13%	-1%	0%	-5%	-8%	6%	1%
18. CC(C)OC(=O)C1C(=O)CC(C)(O)C(C(=O)OC(C)C)C1c1ccc([N+](=O)[O-])cc1 (centres undefined)
 : 2	-3%	110%[activator]	-2%	0%	-7%	-12%	?	-2%
19. O=C(CCC(=O)Nc1ccccc1Cl)NNC(=O)c1ccco1
 : -3	-3%	6%	-11%	3%	1%	-8%	-4%	-1%
20. O=C(Nc1cccc(F)c1)Nc1ccc2c(c1)OCO2
 : -1	8%	-14%	-8%	37%	-5%	-9%	14%	-13%
21. COc1cc(C)nc(N2CCC(C(=O)NC3CCCCC3)CC2)n1
 : -7	-4%	-17%	1%[60.1 µM]	1%	-3%	-1%	0%	-1%
22. CC(=O)N1CCCN(Cc2cn(-c3cccc(C)c3)nc2-c2cccc(F)c2)CC1
 : 3	4%	6%	-16%	?	-10%	-3%	3%	-7%
23. O=C(CN1CCSc2ccccc21)NCCCc1ccccc1
 : -5	2%	92%[activator]	-8%	6%	-9%	0%	28%	-4%
24. Clc1ccc(-c2nnn3c2nc(N2CCCCC2)c2ccccc23)cc1
 : -7	3%	57%[activator]	-11%	/	4%	-15%	22%	-18%
25. CSc1cccc(NC(=S)N(Cc2ccccc2)Cc2ccccn2)c1
 : -4	-6%	10%	-14%	-16%	66%[activator]	-19%	24%	-10%
26. CC1(C(=O)N2CCN(c3ccccc3)CC2)CC1(Cl)Cl (centres undefined)
 : -6	-2%	49%[activator]	-3%	3%	-8%	-18%	3%	1%
27. CCCC/C=C/C(NC(=O)c1ccc(-c2ccccc2)cc1)c1ccccc1 (centres undefined)
 : -2	-3%	26%	4%	-3%	-5%	-8%	/	-2%
28. CCNC(=S)N(CCc1ccccc1C)Cc1cc2cc(OC)c(OC)cc2[nH]c1=O
 : -6	-1%	19%	-4%	-4%	-8%	-21%	-1%	-6%
29. CCc1ccc(CSc2nc(-c3ccccc3OC)nc3c2Cc2c(CO)cnc(C)c2O3)cc1
 : 2	-1%	24%	0%	/	?	-17%	-1%	-3%
30. COc1ccccc1NC(=O)C1CCCN(c2cc(C)nc3ncnn23)C1 (centres undefined)
 : -2	-5%	5%	0%	1%	-8%	-18%	59%	5%
31. CC(C)NC(=O)c1onc(CSc2ccc(F)cc2)c1C(=O)O
 : 2	-2%	8%	5%	3%	-7%	-15%	3%	-1%
32. CC12CCC(=O)N1C(C(=O)Nc1nc(-c3ccc(F)cc3)cs1)CS2 (centres undefined)
 : -12	2%	3%	-8%	-7%	/	-9%	/	/
33. COc1ccccc1C(=O)NCC(c1ccc(N(C)C)cc1)N1CCc2ccccc21 (centres undefined)
 : 1	-4%	21%	0%[60.1 µM]	/	96%[activator]	-15%	-17%	-9%
34. Cn1c(SCC(=O)Nc2ccccc2F)nnc1-c1cc2ccccc2o1
 : -13	-4%	34%[activator]	-12%	2%	-1%	0%	22%	0%
35. O=C(C1CCC1)N1CCN(c2ccc(C(F)(F)F)cc2[N+](=O)[O-])CC1
 : -4	-1%	25%	0%	4%	-3%	-11%	34%	-14%
36. CN(C)c1cc(=O)n2c(n1)SCCC2
 : -1	-2%	-11%	-4%	17%	-5%	-13%	10%	1%
37. COc1ccc(CN2CCc3ccc(NC(=O)c4ccncc4)cc3C2)c(F)c1
 : -1	-4%	114%[activator]	-1%	47%[activator]	-14%	0%	25%	-5%
38. N#Cc1ccc(-c2cccs2)nc1SCc1ccc(Br)cc1
 : 0	0%	9%	-9%	/	-12%	-22%	2%	-10%
39. CC(CCc1ccccc1)NC(=O)C1CCN(c2nnc(-n3cccc3)s2)CC1 (centres undefined)
 : -3	-4%	-28%	-1%	14%	3%	-10%	-13%	-10%
40. CCC(=O)N1CCc2cc(S(=O)(=O)Nc3cc(C)ccc3OC)ccc21
 : 3	-2%	12%	0%	/	-7%	-16%	-13%	-3%

# Record cards, from the list above.
# CC12CCC(=O)N1C(C(=O)Nc1nc(-c3ccc(F)cc3)cs1)CS2 (centres undefined) reads LDHA inh: -12; GRP78 ERSR act: 2%; Pol iota inh: 3%; Pol kappa inh: -8%; APEX1 inh: -7%; Apoferritin bind: /; Pol eta inh: -9%; POLB inh: /; BLM helicase inh: /
# CC1(C(=O)N2CCN(c3ccccc3)CC2)CC1(Cl)Cl (centres undefined) reads LDHA inh: -6; GRP78 ERSR act: -2%; Pol iota inh: 49%[activator]; Pol kappa inh: -3%; APEX1 inh: 3%; Apoferritin bind: -8%; Pol eta inh: -18%; POLB inh: 3%; BLM helicase inh: 1%

# Further results:
# Sequence of screens: LDHA inh	GRP78 ERSR act	Pol iota inh	Pol kappa inh	APEX1 inh	Apoferritin bind	Pol eta inh	POLB inh	BLM helicase inh
41. Cc1ccc(P(C)(=O)c2ccc(C)cc2)cc1
 : 4	3%	-6%	8%	1%	-2%	-12%	10%	-2%
42. O=C1NC2=C(C(=O)CCC2)C(c2ccccc2)N1 (centres undefined)
 : -4	-2%	33%[activator]	-3%	-2%	9%	-16%	18%	2%
43. COc1ccc(NC(=O)c2ccc(-n3cncn3)c([N+](=O)[O-])c2)cc1OC
 : -7	-2%	5%	-14%	-7%	/	-6%	/	/
44. Cc1ccc2oc(=O)c3cc(C(=O)N(Cc4ccccc4)C(C)C)sc3c2c1
 : 0	-1%	66%[activator]	-5%	/	-12%	-23%	7%	-6%
45. O=C(CSc1nc2ccccc2o1)Nc1nc(-c2ccccc2)cs1
 : 0&0	2%	-15%	-1%	-11%	-10%	-17%	13%	-9%
46. O=C1C2CCCN2C(c2ccc(Br)cc2)N1c1ccc(F)cc1 (centres undefined)
 : -2	-1%	53%[activator]	-3%	2%	-1%	-17%	25%	-2%
47. C#CCn1ccc(O)c(Cc2ccccc2)c1=O
 : -3	-2%	97%[activator]	-8%	18%	1%	-15%	-1%	-1%
48. CCN(C(=O)CSc1ncnc2c1cnn2-c1ccccc1)C1CCS(=O)(=O)C1 (centres undefined)
 : -2	0%	13%	-16%	-8%	/	-2%	/	/
49. O=C(Nc1ccc(N2CCOCC2)cc1)C1CC1
 : 10	-1%	28%	-9%	2%	1%	3%	-10%	0%

# Some entries already given, reduced to GRP78 ERSR act and Apoferritin bind:
cpd	compound	GRP78 ERSR act	Apoferritin bind
44	Cc1ccc2oc(=O)c3cc(C(=O)N(Cc4ccccc4)C(C)C)sc3c2c1	-1%	-12%
46	O=C1C2CCCN2C(c2ccc(Br)cc2)N1c1ccc(F)cc1 (centres undefined)	-1%	-1%
